# PTEN del growth = suppresses growth of cells with PTEN deletion; HCT116 PTEN-null viability, CellTiter-Glo, 60 h; active compounds read low; 140,000 tested, 1.2% active; viability, % at 10 µM;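 active = viability at or below a set limit, 4 SD under the median of all tested compounds, cut at about 3.7% in these data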;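 also: PTEN knockout HCT116 line with beta catenin targeted HCT116 as companion control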
# bCat KO growth = beta-catenin-lacking colon tumor cell growth suppression; HCT116 beta-catenin knockout viability, CellTiter-Glo, 60 h; active compounds read low; viability, % at 10 µM; 140,000 tested, 1.5% active;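 active = viability at or under a set limit, the compound median less 4 SD, cut at about 6% in these data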;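 also: 0% = Hyamine 1622 control at 20 µM and 100% = untreated cell control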
# NPY Y2 blocker = NPY-Y2 (human) receptor antagonism; P49146; NPY-Y2 expressing cells, antagonist mode; inhibition, % at 2.7 µM; 140,000 tested, 0.99% active; AID 793; in the data active = inhibition above about 17%;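 also: 0% = vehicle with agonist challenge and 100% = reference antagonist with challenge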
# Target sequence (P49146 whole entry, looked up): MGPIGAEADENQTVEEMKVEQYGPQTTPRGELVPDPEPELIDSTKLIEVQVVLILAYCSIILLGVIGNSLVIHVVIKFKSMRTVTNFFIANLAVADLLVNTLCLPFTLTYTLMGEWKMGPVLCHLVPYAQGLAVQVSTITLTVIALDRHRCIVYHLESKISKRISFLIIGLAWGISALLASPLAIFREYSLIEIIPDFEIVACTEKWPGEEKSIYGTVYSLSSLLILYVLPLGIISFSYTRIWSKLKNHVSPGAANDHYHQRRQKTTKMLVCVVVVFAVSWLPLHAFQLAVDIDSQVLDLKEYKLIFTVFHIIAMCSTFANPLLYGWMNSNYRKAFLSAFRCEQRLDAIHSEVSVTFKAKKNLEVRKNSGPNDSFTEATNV
# MRP1 act = MRP-1 activation; H69AR cells + doxorubicin, viability rescue, CellTiter-Glo; viability increase, % at 10 µM; 140,000 tested, 0.61% active; AID 799;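 active = viability gain under doxorubicin at or above a set limit, the compound median plus 3 SD, cut at about 4.7% in these data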;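 also: MRP-1 overexpressing cells given doxorubicin 25 µM after compound pretreatment; 18-22 h compound pretreatment then 72 h with doxorubicin before readout; 0% = doxorubicin-only wells and 100% = vehicle-treated cells without doxorubicin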
# Phagocyt inh = inhibitors of macrophage phagocytosis | J774A.1 macrophage IgG-bead phagocytosis, imaging | inhibition, % at 5 µM | 110,000 tested, 0.07% active;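 active = inhibition above the mean of the plate negative controls plus 5 SD, cut at about 13% in these data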;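 also: phagocytic index as fraction of beads internalized from green versus red external bead signal; plate controls were DMSO negative control for no effect and cytochalasin-D positive control for full effect; some results beyond the cut were filed as inactive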
# GALR2 antag = GALR2 (human) receptor antagonism; O43603; GALR2-expressing cells, antagonist mode; inhibition, % at 4 µM; 140,000 tested, 0.39% active; in the data active = inhibition above about 27%;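 also: cells stimulated with galanin 1-16 at roughly its EC80; 0% = agonist challenge control and 100% = basal control without agonist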
# Target sequence (O43603 whole entry, looked up): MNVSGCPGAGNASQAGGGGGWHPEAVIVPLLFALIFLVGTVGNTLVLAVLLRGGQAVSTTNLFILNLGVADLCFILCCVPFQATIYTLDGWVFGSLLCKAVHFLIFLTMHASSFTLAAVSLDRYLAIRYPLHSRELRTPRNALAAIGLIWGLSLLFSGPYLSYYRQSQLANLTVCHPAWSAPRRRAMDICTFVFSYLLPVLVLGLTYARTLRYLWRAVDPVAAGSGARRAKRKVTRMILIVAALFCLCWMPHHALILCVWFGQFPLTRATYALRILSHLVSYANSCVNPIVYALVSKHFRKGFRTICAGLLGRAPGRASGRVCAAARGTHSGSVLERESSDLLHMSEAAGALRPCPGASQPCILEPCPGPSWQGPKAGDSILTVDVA
# Yeast growth inh = yeast BB579 growth reduction in restrictive medium; S. cerevisiae BB579 growth, OD615, 48 h; inhibition, % at 10 µM; 140,000 tested, 0.51% active;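 active = inhibition above a set limit, 3 SD over the mean compound inhibition, cut at about 44% in these data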; also: inactives centre near -24
#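 Material: Saccharomyces cerevisiae DeaD strain BB579, replicative lifespan model yeast; buffer or medium: CSMM-D restrictive synthetic medium containing dextrose (glucose); compound: 10 µM single dose, DMSO 0.25%; timing: 48 h compound exposure at 30 °C after 4 h preincubation; signal: turbidity as optical density at 615 nm; benchmarks: positive control amphotericin B 10 µg/mL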
# E-sel TNF inh = TNF alpha driven E-selectin expression inhibition; HUVEC TNFa-induced E-selectin immunofluorescence, high content; inhibition, % at 2 µM; 120,000 tested, 0.71% active; AID 1246;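 active = inhibition above the batch mean plus 3 SD, and confirmed as a hit on visual image review, cut at about 43% in these data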;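 also: 0% = TNF-stimulated DMSO wells and 100% = unstimulated control wells; not every result past the cut was called active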
# Yeast life ext = yeast lifespan extension; S. cerevisiae growth with nicotinamide, OD615; deaD strain in restrictive glucose medium; inhibition of the nicotinamide effect, % at 10 µM; 130,000 tested, 0.68% active; AID 775;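 active = inhibition above a set limit, placed 3 SD over the median of all compounds, cut at about 26% in these data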;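 also: 0% = nicotinamide-treated wells and 100% = cells grown without nicotinamide; some compounds called inactive have numbers as strong as hits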
#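 Material: Modified budding yeast, DeaD strain | Medium: Restrictive glucose medium | Probe or stimulus: 1.5 mM nicotinamide | Dosing: Single dose 10 µM compound, 0.25% DMSO | Times: 48 h at 30 °C | Technique: OD615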
# Measles CPE = protection of cells from measles virus. protection (pct of control), % at 4 µM. 140,000 tested, 1.5% active. Measles virus-infected cells, CPE protection, absorbance. AID 841; in the data active = protection mostly above about 24%, no sharp cut-off; inactive = mostly below about 26%; also: some compounds called inactive have numbers as strong as hits
# * = called active by the depositor; x = no result given.
no.	compound	GALR2 antag	E-sel TNF inh	NPY Y2 blocker	bCat KO growth	Yeast life ext	Phagocyt inh	MRP1 act	Yeast growth inh	Measles CPE	PTEN del growth
1	CN(C)/C=C(/C(=O)c1ccc(Cl)cc1Cl)S(=O)(=O)c1ccccc1	-11	0	-1	60	63	4	-0.8	-28	6	76
2	O=C(Nc1ccccc1)OC(CN1CCCCC1)C(F)(F)F (centres undefined)	-6	-30	0	88	10	x	-1.1	-36	6	105
3	O=C(NCCCCc1ccccc1)C1CC(c2cccc([N+](=O)[O-])c2)=NO1 (centres undefined)	-2	-28	10	104	-22	-1	-1.5	-49	11	105
4	O=C(Nc1cccc(C(F)(F)F)c1)c1n[nH]c(Cn2cncn2)n1	8	35	2	92	-3	x	-1.1	9	8	99
5	Cc1cc(C)nc(N(C#N)Cc2ccc(Br)cc2)n1	-8	6	6	100	-4	2	1.0	-17	13	103
6	O=C(Nc1cc(C(F)(F)F)ccc1Cl)c1cc2nc3c(c(C(F)(F)F)n2n1)CCCC3	-5	-25	1	86	-11	0	-0.9	-60	4	94
7	Cc1cc(=O)[nH]c(SCC2COC3(CCCCC3)O2)n1 (centres undefined)	8	30	1	99	-5	-1	-2.5	-8	27	96
8	Cc1ccc(C(=O)Nc2nccs2)cc1S(=O)(=O)N1CCCCC1	5	x	5	86	-9	-2	0.4	-4	4	79

# Down the list, quoted from above.
# Entries 1–7 in Yeast life ext: 63, 10, -22, -3, -4, -11, -5
# Entries 1–7 in E-sel TNF inh: 0, -30, -28, 35, 6, -25, 30

# (list continues)
no.	compound	GALR2 antag	E-sel TNF inh	NPY Y2 blocker	bCat KO growth	Yeast life ext	Phagocyt inh	MRP1 act	Yeast growth inh	Measles CPE	PTEN del growth
9	Cc1ccc(/C=N/NC(=O)c2cc(C3CC3)nc3ccccc23)o1	2	x	-1	37	-2	x	-2.5	-16	9	37
10	CC(C)(C)c1ccc(/C=C/C(=O)Nc2nncs2)cc1	8	-2	6	87	3	2	3.1	-45	5	88
11	CC1CN(C(=S)SCC(=O)c2ccc(Cl)cc2)CC(C)O1 (centres undefined)	-4	-26	1	81	-1	-5	0.5	-36	13	73
12	O=C(NC(=O)N1CCN(c2ccc(F)cc2)CC1)c1ccccc1	12	-4	0	97	-11	1	-1.5	-42	25	89
13	COc1cc(S(=O)(=O)N(C)C)ccc1Br	8	3	0	105	-5	-2	-0.3	-63	4	108
14	Cc1ccc2nc(Cl)c(C3CC(c4cccs4)=NN3S(C)(=O)=O)cc2c1 (centres undefined)	11	x	4	92	1	-3	-2.5	-7	12	87
15	CCOC(=O)Nc1ccc(S(=O)(=O)Nn2cnnc2)cc1	-5	-1	3	97	-18	0	-3.1	9	2	98
16	COC(=O)C1C(=O)NCC1c1ccccc1 (centres undefined)	2	-25	0	96	-11	-2	-0.7	-33	10	102
17	COc1c(Cl)cc(Cl)cc1/C=C/C(=O)c1ccc(NC(=O)c2cccs2)cc1	5	x	0	2.6*	0	-8	-5.3	-12	5	1.8*
18	CN(CCCC(=O)NCc1ccco1)S(=O)(=O)c1ccccc1	2	12	-2	110	-3	0	-1.4	-28	5	113
19	CCN(CC)C(=O)CSc1nnc(-c2ccccc2)n1N	6	x	2	109	1	1	-1.1	-78	19	97
20	COc1ccc(C)cc1N(C(=O)c1ccc(F)cc1)c1nc2ccccc2s1	2	22	11	54	3	1	-4.9	-23	7	50
21	CCOc1cc(C(=S)N2CCCCC2)ccc1OCC(=O)NCc1ccccc1	4	x	6	93	-2	-1	-1.2	23	5	98
22	CCc1ccc(CNC(=O)C2CC(=O)N(CCc3ccc(C)cc3)C2)cc1 (centres undefined)	9	2	3	101	-6	-1	-0.4	-59	12	119
23	O=C1CSC(c2nn(-c3ccccc3)cc2-c2cc3ccccc3oc2=O)N1Cc1ccco1 (centres undefined)	-10	x	18*	59	-5	-6	-4.7	-14	14	53
24	CCOC(=O)c1sc2nc(CC(C)C)c3c(c2c1N)CCC3	3	x	2	98	3	-11	1.0	-15	5	102
25	CCOC(=O)c1c(NC(=O)CN2CCCCC2)sc2c1CCN(C(=O)OCC)C2	-10	x	36*	72	1	x	-4.7	-30	10	62
26	CCOC(=O)c1cnn(-c2ccccc2)c1NC(=O)C(F)(F)C(F)(F)C(F)(F)F	1	1	9	94	10	-1	0.6	-46	11	109
27	Cc1cc(=O)n2ccsc2n1	11	-3	8	87	5	-6	-0.7	-72	2	94
28	O=C1C2CCCN2C(c2ccc(Cl)cc2)N1c1nccs1 (centres undefined)	-6	-17	2	91	-2	x	-2.5	-29	7	94
29	CCOc1ccc(C(c2c(C)[nH][nH]c2=O)c2c(C)[nH][nH]c2=O)cc1OC	9	53	0	93	-4	1	-3.8	-7	29	92
30	O=C(Nc1nnc(-c2ccccc2SCc2ccccc2F)s1)Nc1ccccc1F	3	-24	0	1.3*	-4	-1	-5.5	-6	4	1.4*
31	CCOC(=O)C1(O)CSc2nc3sc(C(=O)O)c(C)c3c(=O)n21 (centres undefined)	-14	-26	2	92	-6	1	-0.8	-21	14	92
32	COc1c(C(=O)N2CCCC2)ccc2ccccc12	-5	2	2	101	5	-1	-0.5	-46	10	103
33	Cc1ccc(N2CCN(/N=C/c3cccs3)CC2)cc1	8	58*	0	100	-5	-2	2.4	-23	3	99
34	CC(O)CN(Cc1ccc(Cl)cc1)CC(C)O (centres undefined)	0	1	2	87	-5	x	-1.8	-25	18	97
35	Cc1cc(C)c2ccc(NN)nc2c1O	-3	9	0	8	-7	0	-0.5	-42	18	18
36	O=C1c2cccc3cccc(c23)C(=O)N1CC1CCN(CC(O)COCc2ccc3c(c2)OCO3)CC1 (centres undefined)	-4	-3	6	8	-1	2	-5.5	-2	18	22
37	CCc1cc(C(=O)OC)c(NC(=O)c2cc(Br)cs2)s1	7	-5	2	90	-14	0	-0.1	-33	9	82
38	CC(C)[C@H](NC(=O)c1ccccc1)C(=O)N1CCc2ccccc21	7	x	2	91	5	-8	-1.0	-11	13	97
39	COCc1cc(C)nc(Nc2ccccc2C)c1C#N	3	-12	2	92	-27	2	-1.3	-9	11	97
40	O=C(COc1ccccc1)NCC(=O)N/N=C/c1ccccc1	-9	x	5	99	2	1	-0.7	-33	6	90
41	Cn1c(N)c(C(=O)COC(=O)CSc2ccc3ccccc3c2)c(=O)n(C)c1=O	2	5	12	105	-3	-1	0.6	-16	8	106
42	O=C(CCCNS(=O)(=O)c1cccc2nsnc12)NC1CCCCC1	9	x	-1	94	-3	-1	-1.5	-23	16	101
43	Cc1ccccc1-c1nc(CSc2nc3c(c(=O)[nH]2)CCC3)c(C)o1	-3	6	7	90	2	x	0.7	-15	5	100
44	CCCC(=O)N(c1ccc2oc(=O)sc2c1)S(=O)(=O)c1ccccc1	-11	17	5	97	-4	x	-1.1	-46	2	96
45	CSc1cccc(NC(=O)c2cnccn2)c1	-7	-13	3	96	-10	-1	-2.9	-21	3	98
46	CCn1c(=N)n(CCO)c2ccccc21	14	-37	1	94	-3	0	-2.4	-41	2	97
47	Cc1cccc(C)c1OCCCCCNCCO	2	11	1	88	-7	-1	-0.4	-13	21	101
48	COc1ccc(C2C(Oc3ccccc3C)C(=O)N2Cc2ccc(F)cc2)cc1OC (centres undefined)	-3	15	12	66	4	0	-2.7	-46	9	60
49	Cc1c(C(=O)OCC(=O)NCc2ccc3c(c2)OCO3)cccc1[N+](=O)[O-]	8	x	11	84	8	7	-1.3	-23	10	89
50	CC(C)CCNC(=O)CC1Nc2c3ccccc3nc(=S)n2C1=O (centres undefined)	-9	10	3	93	0	0	-1.6	-25	3	99
51	O=C(NCc1ccc2c(c1)OCO2)C1CCCN(S(=O)(=O)c2cccnc2)C1 (centres undefined)	11	x	1	97	-5	0	-1.2	-39	1	100
52	C/C(N)=C(/C#N)C(=O)CSc1ccc2c(c1)OCCO2	14	-2	4	94	-11	1	-1.9	-21	3	88
53	Fc1ccc(NC(=S)N2CCCCC2)cc1	2	29	-1	101	1	0	1.1	18	6	101
54	Cc1ccc(C(=O)N/C(=C\c2cccs2)C(=O)N2CCCCCC2)cc1	-4	-38	2	95	3	-2	-2.1	-31	13	90
55	CCOC(=O)n1n[n+]([O-])c2ccccc21	-4	x	-1	86	5	-6	-1.0	-31	13	79
56	O=C(NC(=S)N(CCCCO)C1CCCCC1)c1sc2ccccc2c1Cl	-6	-48	1	46	-8	x	-1.9	27	5	40
57	CC1CCN(S(=O)(=O)c2ccc3c(c2)N(CC(=O)NCc2cccnc2)C(=O)CS3)CC1	-6	-1	-3	95	-2	0	-1.6	-11	4	91
58	COc1ccc2nc3sc(C(=O)N4CCN(C)CC4)cc3cc2c1	3	-36	3	103	-7	-1	-0.7	-42	26	106
59	CCOc1ccccc1Nc1ncccc1C(=O)O	4	-15	4	107	-10	0	1.0	-25	16	109
60	O=C(CSc1nc(-c2ccccc2Cl)ns1)Nc1ccc2c(c1)OCO2	5	x	11	52	-1	3	-2.5	11	8	50
61	CC(O)c1ccc2c(c1)OCCOCCN(C)CCOCCO2 (centres undefined)	-2	-14	-1	102	0	-1	0.1	-24	5	103
62	O=C(CSc1nnc(-c2ccc3c(c2)OCO3)o1)Nc1ncc(Cl)cc1Cl	6	-18	13	25	1	-10	0.1	-31	8	15
63	CCCS(=O)(=O)N1CCCC(C(=O)NC(C)c2ccc3c(c2)OCCO3)C1 (centres undefined)	9	-14	3	94	-15	x	-0.8	-76	16	104
64	Cc1ccc(NC(=O)c2sc3ccccc3c2Cl)nc1	12	30	1	98	-8	x	-1.1	-15	3	95

# (further entries)
no.	compound	GALR2 antag	E-sel TNF inh	NPY Y2 blocker	bCat KO growth	Yeast life ext	Phagocyt inh	MRP1 act	Yeast growth inh	Measles CPE	PTEN del growth
65	O=C(COC(=O)CCCOc1ccc(Cl)cc1Cl)NCc1ccc(F)cc1	-10	-6	8	90	-5	-6	1.3	-8	4	88
66	CN(c1ccccc1)S(=O)(=O)c1ccc(C(=O)OCC(=O)N2CCOCC2)cc1	5	-12	-1	97	-5	-1	-1.8	-40	4	94
67	O=C(N/N=C/c1ccccc1O)C1(O)c2ccccc2-c2ccccc21	-19	x	3	13	1	x	1.3	-9	5	10
68	O=C(NCc1ccc2c(c1)OCO2)c1ccc(CS(=O)(=O)c2ccc(Br)cc2)o1	2	x	2	69	-5	0	1.8	-45	15	73
69	O=C1N(Cc2ccc3c(c2)OCO3)c2ccccc2C1(O)c1c[nH]c2ccccc12 (centres undefined)	-3	5	-1	67	0	1	-2.7	-46	4	47
70	Cc1c(-c2nc(N)nc(Nc3ccc(F)cc3)n2)oc2ccccc12	5	6	-4	85	-5	0	-2.8	-40	9	86
71	CCCCCCCNC1=CC(=O)CC(c2ccco2)C1 (centres undefined)	-7	23	7	61	x	x	-0.9	-2	20	62
72	COc1ccccc1N(CC(=O)NCCc1ccccc1)S(C)(=O)=O	7	12	1	91	-2	2	-3.4	-26	10	94
73	O=C(NCCCN1CCOCC1)C1CC(=O)N(CCc2ccccc2)C1 (centres undefined)	-1	22	1	95	-6	1	-0.7	-56	9	88

# Source: PubChem
